# Source: PubChem BioAssay
# HT29 cell growth-1 – HT29 colon tumor cell growth inhibition, primary screen, imaging, high content imaging, 24 h, CellTiter-Glo (AID 770); HT29 cell number by imaging, 24 h; active compounds read high; 3,300 tested, under 10 active; growth inhibition, % at 10 µM;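 active = growth inhibition above 90% in viable cell count at a single dose; inactive = growth inhibition below 90%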
# AID772 – HT29 colon tumor cell growth inhibition, primary screen, imaging, high content imaging, 72 h, CellTiter-Glo (AID 772); HT29 cell growth, HCS imaging cell count, 72 h; active compounds read high; growth inhibition, % at 10 µM; hit rate 0.6% among 3,300;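 active = growth inhibition above 90%, meaning viable cell count cut by more than 90% versus vehicle controls; inactive = growth inhibition below 90%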
# AID364 – cytotoxicity toward Jurkat T cells, primary screen, cell-based, Jurkat E6.1, NIH starter set (AID 364) | Jurkat E6.1 viability, ATP luminescence, 48 h; higher % means a stronger effect | inhibition, % at 4 µM; hits with a dose series show CC50 in µM | hit rate 2% among 3,300;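 active = concentration giving half-maximal inhibition at or below 20 micromolar; inactive = half-maximal concentration above 20 micromolar, or not dose tested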;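 note: 100% = cells treated with 4 µM doxorubicin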
# A549 NSCLC growth – A549 NSCLC cell proliferation inhibitors – ATP luminescence, human non-small cell lung line, primary screen (AID 371). growth inhibition, % at 10 µM. A549 growth inhibition, ATP luminescence; active compounds read high. hit rate 8.4% among 3,300;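 active = mean growth inhibition over the two runs of 50% or more; inactive = mean growth inhibition under 50%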;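 note: compound exposure lasted 72 h before the ATP read; 0% = untreated cell signal and 100% = no luminescence left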
# HT29 cell growth-2 – HT29 colon tumor cell growth inhibition, primary screen, imaging, high content imaging, 48 h, CellTiter-Glo (AID 771); hit rate 2% among 3,300; HT29 cell growth, HCS imaging cell count, 48 h; active compounds read high; growth inhibition, % at 10 µM;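 active = growth inhibition above 90%, meaning viable cell count by imaging cut by more than 90% versus vehicle controls; inactive = growth inhibition below 90%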;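 note: percent fewer viable cells counted by imaging than vehicle controls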
# HT29 cell growth-1 condensed nuclei – recorded beside HT29 cell growth-1, whose call it bears; condensed nuclei, %; measured here: percent cells with condensed nuclei;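 share of cells whose nuclear area falls below control median minus 1.5 SD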
# HT29 cell growth-1 ATP viability – second read-out of HT29 cell growth-1, no call of its own (marks repeat the call); growth inhibition, %; measured here: ATP CellTiter-Glo viability
# HT29 cell growth-2 condensed nuclei – second read-out of HT29 cell growth-2, no call of its own (marks repeat the call); condensed nuclei, %; measured here: percent cells with condensed nuclei;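 condensed means Hoechst nuclear area under control median minus 1.5 SD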
# HT29 cell growth-2 ATP viability – second read-out of HT29 cell growth-2, no call of its own (marks repeat the call); growth inhibition, %; measured here: ATP CellTiter-Glo viability inhibition
# AID772 condensed nuclei – further read-out of AID772, marked with its call; condensed nuclei, %; measured here: percent cells with condensed nuclei;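 condensed means nuclear area below control median minus 1.5 SD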
# AID772 second – also measured in AID772; calls as there; growth inhibition, %; measured here: ATP CellTiter-Glo viability
# Active calls of the source: *; . = not tested or not shown. Only part of the results is shown. The share of hits here may be higher or lower than overall.
SMILES,HT29 cell growth-1,HT29 cell growth-1 condensed nuclei,HT29 cell growth-1 ATP viability,AID772,AID772 condensed nuclei,AID772 second,AID364,A549 NSCLC growth,HT29 cell growth-2,HT29 cell growth-2 condensed nuclei,HT29 cell growth-2 ATP viability
CCSc1nc2sc3c(c2c2nnc(SCC(=O)NCc4ccco4)n12)CCCC3,23,4.3,-2,24,3,9,15%,12,-4,2.0,8
CCCCc1nc(NCC2CCCO2)c(C#N)c2c1COC(C)(C)C2 (stereo not drawn),-17,2.7,6,-66,4,-39,3%,13,-14,1.4,-5
CCOc1cccc(-c2nnc3sc(-c4cc(OC)c(OC)c(OC)c4)nn23)c1,-29,3.3,-5,-44,2,-50,2%,53*,20,4.7,-4
Cc1cc(=O)[nH]c(SCC(=O)c2ccccc2)c1C#N,-3,1.4,-9,28,3,-17,-2%,18,28,2.3,-12
O=C(CCN1CCCC1Cc1ccccc1)c1ccc2c(c1)OCCO2 (stereo not drawn),4,1.2,-10,-23,4,-44,3%,6,8,2.7,-14
CC(NCCc1ccc(O)cc1)C(O)c1ccc(O)cc1 (stereo not drawn),8,2.9,-11,7,3,-13,4%,1,-16,2.5,.
CC(C)N1CC=C2C(C#N)=C(N)C(C#N)(C#N)C(c3ccccc3)C2C1 (stereo not drawn),4,2.2,11,62,2,26,-4%,15,35,1.8,12
C=CCOn1c(=O)c(-c2ccc(OC)cc2)[n+]([O-])c2ccccc21,8,5.1,-4,-47,4,-41,-4%,0,20,3.4,-8
Oc1c(C=NCc2ccncc2)sc2ccccc12,39,3.1,9,29,21,13,-5%,4,37,2.3,16
CCOC(=O)c1ccc(N2C(=O)CC(Sc3nnc(C)s3)C2=O)cc1 (stereo not drawn),-53,4.1,-4,-107,9,-23,6%,-5,-13,2.1,-5
Cc1c(C)[n+](=O)c2c(n1[O-])CCC2,-49,2.5,0,-42,4,-25,-9%,11,31,2.3,-25
CCOC(=O)c1[nH]c2ccc(OC)cc2c1NC(=O)CCN1CCCC(C)C1 (stereo not drawn),7,1.9,-4,-92,1,-37,9%,7,-5,5.2,-27
CC(C)c1nc(NCCN2CCOCC2)c(C#N)c2c1COC(C)(C)C2,17,4.0,13,63,18,35,-10%,21,37,3.6,24
Cc1[nH]c2ccc3c(ncn3CCC#N)c2c1C,-29,2.6,9,17,5,5,2%,4,4,1.8,3
CC(C)C[C@H]1C(=O)N2CCC[C@H]2[C@]2(O)O[C@](NC(=O)[C@@H]3C=C4c5cccc6[nH]c(Br)c(c56)CC4N(C)C3)(C(C)C)C(=O)N12 (stereo partly drawn),20,3.7,27,67,22,65,-4%,43,66,2.2,.
CCCCOc1ccc(CSC(CC(=O)O)C(=O)O)cc1 (stereo not drawn),21,5.2,12,-19,13,5,8%,-3,31,17,16
COC(=O)CN1C2(C#N)CCCCC2CC2CCCCC21C#N (stereo not drawn),-4,2.7,-2,7,7,-7,10%,6,-7,3.1,1
COC(=O)CC1=C(C(=O)OC)C(c2ccncc2)C(C#N)=C(N)O1 (stereo not drawn),-16,2.8,-3,-36,3,-5,0%,3,-16,2.8,-1
CC1(C)Cc2c(sc3c4nnnn4c4nnnn4c23)CO1,7,2.7,-4,-23,2,-19,6%,62*,-46,1.1,-20
Cc1cc(N2C(=O)C(=O)/C(=C(/O)c3ccc(F)cc3)C2c2cccc(Br)c2)no1 (stereo not drawn),-4,3.9,-25,15,8,-22,-4%,20,47,2.2,-18
Cn1cnc2c1c(=O)[nH]c(=O)n2C,-2,4.1,10,35,3,24,-11%,13,-52,2.2,.
Cn1c(=O)c2c(nc(N3CCC(C(N)=O)CC3)n2CCSc2nc3ccccc3s2)n(C)c1=O,-30,2.6,-8,18,2,-21,-9%,6,-8,2.5,-4
CCCCOc1ccc(C(=O)CCN2CCCCC2)cc1,25,13,14,39,12,23,-3%,-1,-16,14,.
Oc1ccc(Br)cc1CNn1cnnc1,-22,2.7,-18,-2,3,-35,12%,4,22,4.4,-15
CC(=O)[C@H]1[C@@H]2C(=O)N(c3cccc(Cl)c3)C(=O)[C@@H]2[C@H]2c3ccccc3C=CN21,9,6.9,0,-51,6,-9,-2%,2,20,0.9,2
Cn1c(=O)[nH]c(=O)c2c1nc(Br)n2CCSc1nnnn1-c1ccccc1,-8,2.8,7,9,2,14,-1%,15,16,1.3,-3
CCOC(=O)CSc1nc(-c2ccncc2)ccc1C#N,-22,1.9,-10,-4,4,13,2%,13,-47,1.1,1
O=C(OCCCN1CCCC1)C1(c2ccccc2)CCCC1,4,5.7,5,69,9,64,-7%,9,-11,3.2,-11
CCOP(=O)(c1ccccc1)c1nc(-c2ccccc2C)oc1N1CCCCC1 (stereo not drawn),0,3.7,12,20,2,-3,0%,90*,39,0.9,28
CCOC(=O)C1Cc2c([nH]c3ccccc23)C(C)N1 (stereo not drawn),35,3.5,5,3,3,-30,-10%,0,29,2.0,-3
Cn1c(NCC(O)c2ccccc2)nc2c1c(=O)n(Cc1ccc(Cl)cc1)c(=O)n2C (stereo not drawn),50,2.1,10,42,23,55,0%,72*,49,2.5,19
CCCCCOc1ccccc1C(=O)NCCCC(=O)O,38,3.8,13,-118,3,-25,1%,-1,32,20,18
CC1(C)Cc2c(C#N)c(NCCN3CCOCC3)nc(-c3ccco3)c2CO1,-49,2.5,-11,14,2,-15,-6%,3,35,1.2,13
CCCc1cc(NCCN2CCOCC2)n2c(nc3ccccc32)c1C#N,-18,1.8,0,-9,3,-28,7%,6,-17,2.4,-6
Cc1nc(SCC(N)=O)[nH]c(=O)c1Cc1ccc(OC(C)C)cc1,-2,2.9,-3,-10,4,-36,7%,-8,18,3.5,-16
c1ccc(C2=Nn3c(nnc3-c3ccccn3)SC2)cc1,14,3.5,-1,-24,10,13,-9%,4,21,2.1,5
Cc1c(NC(=O)c2coc(=O)c(Br)c2)c(=O)n(-c2ccccc2)n1C,3,2.3,-5,-8,4,-10,7%,81*,24,6.9,-20
COc1ccc(N2C(=O)CN=C2Nc2nc(C)cc(C)n2)cc1,4,4.3,-12,48,4,16,-5%,4,2,2.4,3
O=C(NCc1ccccn1)c1coc(=O)c(Br)c1,0,2.5,18,29,20,27,7%,-9,45,0.5,1
Nc1nnnn1/N=C/c1ccco1,1,4.0,8,-12,9,16,8%,2,21,2.1,5
CCCCc1c(C)nn(-c2nnc3c4ccccc4n(C)c3n2)c1C,-21,6.5,5,67,6,40,2%,33,67,15,40
O=C(O)CCNC(=O)c1ccccc1,-12,1.9,-23,-42,2,-37,-4%,0,-33,1.9,.
COc1cccc(-c2nnc3sc(-c4ccco4)nn23)c1,70,6.2,8,8,10,16,-2%,12,41,0.7,24
COC(=O)C(NC(C)=O)(Nc1ccccc1)C(=O)OC,-25,3.4,-9,-1,2,-30,-8%,2,10,2.4,-12
Cn1c(=O)c2c(nc(N3CCN(Cc4ccccc4)CC3)n2CC(=O)c2ccccc2)n(C)c1=O,-32,3.3,-7,-66,1,-36,-2%,18,4,2.1,-24

# One compound at a time, from the list above. Screens in order: HT29 cell growth-1 | HT29 cell growth-1 condensed nuclei | HT29 cell growth-1 ATP viability | AID772 | AID772 condensed nuclei | AID772 second | AID364 | A549 NSCLC growth | HT29 cell growth-2 | HT29 cell growth-2 condensed nuclei | HT29 cell growth-2 ATP viability
# CCCCc1c(C)nn(-c2nnc3c4ccccc4n(C)c3n2)c1C is entered as -21 | 6.5 | 5 | 67 | 6 | 40 | 2% | 33 | 67 | 15 | 40
# Cn1c(NCC(O)c2ccccc2)nc2c1c(=O)n(Cc1ccc(Cl)cc1)c(=O)n2C (stereo not drawn) is entered as 50 | 2.1 | 10 | 42 | 23 | 55 | 0% | 72* | 49 | 2.5 | 19
# CC1(C)Cc2c(C#N)c(NCCN3CCOCC3)nc(-c3ccco3)c2CO1 is entered as -49 | 2.5 | -11 | 14 | 2 | -15 | -6% | 3 | 35 | 1.2 | 13

# (cont.)
SMILES,HT29 cell growth-1,HT29 cell growth-1 condensed nuclei,HT29 cell growth-1 ATP viability,AID772,AID772 condensed nuclei,AID772 second,AID364,A549 NSCLC growth,HT29 cell growth-2,HT29 cell growth-2 condensed nuclei,HT29 cell growth-2 ATP viability
COc1ccc2c(c1)C1(C)CC(C)(C)N2C(=O)N1c1ccccc1 (stereo not drawn),23,2.8,-2,18,2,26,5%,38,7,1.0,-6
CCCSc1nnc2n(Cc3ccccc3)c(=O)c3c4c(sc3n12)CCC4,-15,3.1,-4,0,4,12,10%,14,-17,2.9,-4
CCOc1ccc(Cc2nc(N)nc(N)n2)cc1,-9,3.2,2,58,3,18,9%,3,26,2.3,42
O=C(c1ccc(-n2cnnn2)cc1)N1CCOCC1,2,1.7,-17,-41,2,-25,-1%,-3,-10,1.7,-9
Cc1nc2c(c(=O)n1CC1CCCO1)c1nc3ccccc3nc1n2CCC(C)C (stereo not drawn),3,2.3,-12,-13,4,-29,3%,31,-1,1.7,-12
Clc1cccc(-c2nn3c(-c4cccc(Cl)c4)nnc3s2)c1,33,4.3,-3,-67,8,-37,-22%,-1,-1,2.5,-15
CN(C)/C=C1\N=C(c2cccs2)OC1=O,21,2.9,9,19,8,12,2%,5,8,1.2,5
CCCCCSc1nc(N2CCOCC2)c2c(c1C#N)CC(C)(C)OC2,36,1.5,16,70,30,75,12%,17,63,23,46
COCCCNC(=O)C(C#N)c1nc2ccccc2nc1N1CCCC1 (stereo not drawn),-16,2.6,4,20,7,-9,4%,10,8,2.5,-8
O=C(NCCN1CCCCC1)/C(=N\O)c1ccccc1,11,4.5,6,-87,4,-59,-2%,2,0,1.1,-19
CC1(C)Cc2c(sc3ncn4nnnc4c23)CO1,5,2.7,-6,-12,5,-17,2%,1,5,13,-20
Nc1nc2n(n1)C(c1cccs1)CC(c1ccc(Br)cc1)N2 (stereo not drawn),-21,2.4,-14,-69,4,-25,-3%,13,21,3.0,-4
CN/C(=C/[N+](=O)[O-])NCCSCc1ccc(CN(C)C)o1,-17,1.6,-30,-9,2,-11,1%,-4,-64,2.0,.
COc1ccc(CCn2c(=N)c(C(=O)NCc3ccco3)cc3c(=O)n4ccccc4nc32)cc1OC,-15,3.1,2,62,4,18,8%,48,52,3.5,46
Cc1cc(/C=N\O)c(C)n1-c1ccncc1,-46,3.6,-6,4,3,-69,4%,5,34,2.8,-13
c1cc(-c2nnc3sc(C4CCCCC4)nn23)ccn1,-20,3.7,-11,-17,2,-52,-4%,0,17,1.5,-10
COc1ccc(OC)c(NC(=O)CSc2nnc(-c3ccco3)n2-c2ccc(C(=O)O)cc2)c1,6,4.6,-8,-15,2,0,14%,15,-18,1.7,4
N#Cc1c(SCC(N)=O)nsc1SCc1ccc(Cl)cc1,-12,2.2,-1,-41,12,-7,12%,23,-11,0.9,6
CC1(C)Cc2c(c(-c3ccccc3Cl)[nH]c(=O)c2C#N)CO1,-42,1.9,-17,-45,2,-42,-8%,3,-54,1.2,-17
Cc1c(Cl)c(C(F)(F)F)nn1CC(=O)N1CCSCC1,22,5.8,-10,21,6,-2,-8%,9,20,4.4,-3
CC1(C)Cc2nc(NCCCO)c(C#N)cc2CO1,32,3.4,-2,-58,4,-59,10%,-1,9,5.6,-23
c1ccc(-n2ncc3c(N4CCCC4)ncnc32)cc1,-1,2.7,0,45,6,-1,4%,11,5,2.0,2
CCOP(=O)(c1ccccc1)C1(C#N)CCCC1 (stereo not drawn),-31,4.4,-12,48,5,-18,4%,3,0,3.1,-11
CC1=C(/C=C/C(C)=C/C=C/C(C)=C/C(=O)O)C(C)(C)CCC1,38,1.2,-2,47,16,38,13%,25,10,4.0,.
O=C(COc1ccc(F)cc1)OCCN1CCOCC1,-40,2.1,4,-8,9,9,-10%,3,11,14,6
